A3A deaminase – human APOBEC3A DNA deaminase inhibition; recombinant A3A, FAM/TAMRA ssDNA deamination fluorescence; P31941; 0.41% of 330,000 active; inhibition, % at 20 µM; AID 493011;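 active = at least 40% inhibition at 20 µM here, with at most 30% in a related deaminase screen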;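 also: plate controls were A3A with DMSO for no effect and wells lacking A3A enzyme for full effect; some results filed as inactive read as strong as hits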
Target sequence (P31941 whole entry, looked up): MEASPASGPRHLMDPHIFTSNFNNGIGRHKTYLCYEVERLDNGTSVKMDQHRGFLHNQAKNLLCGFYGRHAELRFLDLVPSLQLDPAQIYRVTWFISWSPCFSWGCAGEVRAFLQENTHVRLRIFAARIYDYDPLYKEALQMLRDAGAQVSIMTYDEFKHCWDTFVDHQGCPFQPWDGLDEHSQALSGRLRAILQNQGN
HKDC1 inh – HKDC1 (human) hexokinase inhibition | Q2TB90 | recombinant HKDC1, G6PDH/diaphorase resazurin coupled fluorescence | inhibition, % at 20 µM | 0.16% of 340,000 active;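 active = inhibition above about 35% when tested at 20 µM, limit read from the data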;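 also: plate controls were DMSO wells with enzyme for no effect and DMSO wells lacking enzyme for full effect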
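Assay system – recombinant HKDC1 (HK5) hexokinase enzyme, produced in-house · Input – HKDC1 at 5 µg/mL · Reagent – glucose plus 1 mM ATP as hexokinase substrates · Timing – 90 min reaction incubation at room temperature, dark · Measured by – G6PDH/diaphorase-coupled fluorescence, 1 mM NADP, 100 µM resazurin, 525/613 nm · Benchmarks – DMSO-enzyme wells negative, buffer-substituted wells positive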
mIAP inh – blocks mouse intestinal alkaline phosphatase; inhibition, % at 10 µM; purified mouse IAP, CDP-Star luminescence, 30 min; 0.2% of 330,000 active; AID 2806;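 active = inhibition of at least 40% at 10 µM in the primary screen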;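 also: plate controls were DMSO with enzyme for no effect and no enzyme wells for full effect; values of inactives mirror those of a sister screen read the other way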
hIAP act – human IAP activation; P09923; purified human IAP, CDP-Star luminescence, 30 min; active compounds read high; 1 = vehicle-only enzyme, 0 = enzyme-free background; activation factor at 10 µM; 0.16% of 330,000 active; AID 2524;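 active = activation factor of the enzyme at least 2-fold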; also: the source names both 10 and 20 µM as test concentration; values of inactives mirror those of a sister screen read the other way
mIAP act – increases mouse intestinal alkaline phosphatase activity. muIAP, CDP-Star luminescence, 30 min; active compounds read high; 1 = vehicle-only enzyme signal, 0 = enzyme-free wells. activation factor at 10 µM. 0.24% of 330,000 active;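 active = activation factor of at least 2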; also: the source names both 10 and 20 µM as test concentration; values of inactives mirror those of a sister screen read the other way
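also added = chemiluminescent substrate CDP-Star | test system = mouse IAP enzyme | signal = chemiluminescence readout | compound = DMSO-dissolved test compounds | incubation = 30 min at room temperature | benchmarks = DMSO wells, no-enzyme wells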
ATG4B inhibitor – inhibitors of human ATG4B cysteine protease; Q9Y4P1; ATG4B cleavage of LC3-PLA2, NBD-HPC fluorescence, 1 h; inhibition, % at 8.33 µM; 0.51% of 340,000 active; AID 504462; in the data active = inhibition above about 40%
Target sequence (Q9Y4P1 whole entry, looked up): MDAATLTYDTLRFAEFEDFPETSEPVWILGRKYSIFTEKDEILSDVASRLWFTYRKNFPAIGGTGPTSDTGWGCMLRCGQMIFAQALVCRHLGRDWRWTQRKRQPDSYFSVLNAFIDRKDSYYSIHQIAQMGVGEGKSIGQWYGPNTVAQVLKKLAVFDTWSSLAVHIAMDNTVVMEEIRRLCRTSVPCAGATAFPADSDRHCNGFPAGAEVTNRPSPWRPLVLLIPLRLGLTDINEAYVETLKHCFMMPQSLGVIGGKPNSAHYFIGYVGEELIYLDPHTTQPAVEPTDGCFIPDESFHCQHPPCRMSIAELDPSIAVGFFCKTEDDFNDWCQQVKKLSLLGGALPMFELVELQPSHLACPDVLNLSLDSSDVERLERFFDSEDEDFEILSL
PfGluPho inh – PfG6PD (Plasmodium falciparum) enzyme inhibition; PfGluPho enzyme, NADPH resazurin-diaphorase fluorescence; inhibition, % at 20 µM; 0.78% of 350,000 active; AID 504690;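 active = inhibition reaching at least a set limit at 20 µM in the primary screen, cut at about 59% in these data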;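 also: 0% = DMSO wells with substrate and 100% = DMSO wells lacking glucose-6-phosphate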
hIAP block – human IAP inhibition. P09923. purified IAP, CDP-Star luminescence, 30 min. inhibition, % at 10 µM. 0.12% of 330,000 active. AID 2544;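 active = inhibition reaching a set limit with compound at 10 µM in the primary screen, cut at about 35% in these data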;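 also: plate controls were DMSO wells with enzyme for no effect and no-enzyme buffer wells for full effect; values of inactives mirror those of a sister screen read the other way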
The depositor's hits bear a star.

What do the screens show for `COC(=O)c1ccc(C2C(Oc3ccccc3C)C(=O)N2CCc2ccc(OC)c(OC)c2)cc1` (stereo not given)?
A3A deaminase: -4.7; HKDC1 inh: 1.1; mIAP inh: -7.1; hIAP act: 1.1; mIAP act: 1.07; ATG4B inhibitor: 3.7; PfGluPho inh: 14.4; hIAP block: -10.4

Results for C=CCn1c(C)cc(C2=NNC(=NCc3ccccc3)SC2)c1C ?
A3A deaminase: -0.4; HKDC1 inh: -6.4; mIAP inh: 17.4; hIAP act: 1.1; mIAP act: 0.826; ATG4B inhibitor: 1.6; PfGluPho inh: 26.3; hIAP block: -10.5

What do the screens show for `Cc1nn(CCCC(=O)Nc2ccccn2)c(C)c1[N+](=O)[O-]`?
A3A deaminase: 1.9; HKDC1 inh: 1.6; mIAP inh: 13.2; hIAP act: 1.05; mIAP act: 0.868; ATG4B inhibitor: -3.9; PfGluPho inh: 1.7; hIAP block: -5.0

How did CCCCC(=O)Nc1cccc(-c2nn3c(C)nnc3s2)c1 do in these assays?
A3A deaminase: -0.1; HKDC1 inh: -5.0; mIAP inh: -2.1; hIAP act: 0.838; mIAP act: 1.02; ATG4B inhibitor: -0.7; PfGluPho inh: 12.9; hIAP block: 16.2

What do the screens show for `N=c1oc2ccc(Br)cc2cc1C(=O)NCc1ccccc1`?
A3A deaminase: -1.7; HKDC1 inh: -1.1; mIAP inh: 2.9; hIAP act: 1.01; mIAP act: 0.971; ATG4B inhibitor: -8.7; PfGluPho inh: 2.2; hIAP block: -1.3

How did O=C(CSc1nc2ccccc2[nH]1)N1CCN(c2ccc(F)cc2)CC1 do in these assays?
A3A deaminase: 1.6; HKDC1 inh: -3.8; mIAP inh: -5.4; hIAP act: 1.17; mIAP act: 1.05; ATG4B inhibitor: -9.6; PfGluPho inh: -0.1; hIAP block: -17.3

Results for COc1ccc(-c2nc3ccccc3o2)cc1NC(=O)c1ccc(Br)o1 ?
A3A deaminase: -3.3; HKDC1 inh: -7.9; mIAP inh: 12.2; hIAP act: 0.997; mIAP act: 0.878; ATG4B inhibitor: 4.4; PfGluPho inh: -7.6; hIAP block: 0.3

What do the screens show for `CCOCCn1c(C(C)C)nc2ccccc21`?
A3A deaminase: -4.2; HKDC1 inh: -2.4; mIAP inh: -1.4; hIAP act: 1.17; mIAP act: 1.01; ATG4B inhibitor: -10.3; PfGluPho inh: 4.7; hIAP block: -17.1

Results for Cc1noc(C)c1COC(=O)c1cc(S(=O)(=O)N2CCOCC2)ccc1F ?
A3A deaminase: -5.2; HKDC1 inh: 3.0; mIAP inh: 7.1; hIAP act: 1.06; mIAP act: 0.929; ATG4B inhibitor: 0.1; PfGluPho inh: -4.0; hIAP block: -5.8

How did O=C(C1CCC(CNS(=O)(=O)c2ccc(F)cc2)CC1)N1CCOCC1 (stereo not given) do in these assays?
A3A deaminase: -3.6; HKDC1 inh: -2.2; mIAP inh: 0.4; hIAP act: 0.966; mIAP act: 0.996; ATG4B inhibitor: -3.7; PfGluPho inh: -1.9; hIAP block: 3.4

The closing 2 entries of the part before open the next one:
Results for Cc1noc(C)c1COC(=O)c1cc(S(=O)(=O)N2CCOCC2)ccc1F ?
A3A deaminase: -5.2; HKDC1 inh: 3.0; mIAP inh: 7.1; hIAP act: 1.06; mIAP act: 0.929; ATG4B inhibitor: 0.1; PfGluPho inh: -4.0; hIAP block: -5.8

How did O=C(C1CCC(CNS(=O)(=O)c2ccc(F)cc2)CC1)N1CCOCC1 (stereo not given) do in these assays?
A3A deaminase: -3.6; HKDC1 inh: -2.2; mIAP inh: 0.4; hIAP act: 0.966; mIAP act: 0.996; ATG4B inhibitor: -3.7; PfGluPho inh: -1.9; hIAP block: 3.4

What do the screens show for `N/C(=N\OC(=O)c1cnn(-c2ccccc2)c1C(F)(F)F)c1ccc(C(F)(F)F)cc1`?
A3A deaminase: 0.6; HKDC1 inh: 1.3; mIAP inh: 1.7; hIAP act: 0.899; mIAP act: 0.983; ATG4B inhibitor: 4.0; PfGluPho inh: 1.4; hIAP block: 10.1

How did CC(C)N(Cc1nc(-c2ccccc2)no1)C(=O)CSc1ccccc1 do in these assays?
A3A deaminase: -6.4; HKDC1 inh: 0.5; mIAP inh: -3.8; hIAP act: 0.961; mIAP act: 1.04; ATG4B inhibitor: -2.1; PfGluPho inh: -1.6; hIAP block: 3.9

How did COc1cccc(-c2ccc(C#N)c(SCC(=O)NCCc3ccccc3)n2)c1 do in these assays?
A3A deaminase: -3.1; HKDC1 inh: -6.6; mIAP inh: -0.6; hIAP act: 0.841; mIAP act: 1.01; ATG4B inhibitor: -1.1; PfGluPho inh: 18.3; hIAP block: 15.9

Results for COC(=O)c1cc2n(n1)CCN(Cc1cccc(OC)c1)C2=O ?
A3A deaminase: -3.6; HKDC1 inh: 16.2; mIAP inh: 4.6; hIAP act: 0.976; mIAP act: 0.954; ATG4B inhibitor: -11.9; PfGluPho inh: 3.8; hIAP block: 2.4

What do the screens show for `CCc1nccn1C(=O)c1cnn2c(C(F)F)cc(-c3ccccc3)nc12`?
A3A deaminase: 0.9; mIAP inh: -8.8; hIAP act: 1.02; mIAP act: 1.09; hIAP block: -2.0

Results for CN(CCN1CCOCC1)C(=O)CC1C(=O)NCCN1Cc1ccccc1F (stereo not given) ?
A3A deaminase: -0.5; HKDC1 inh: 2.6; mIAP inh: -1.1; hIAP act: 1.03; mIAP act: 1.01; ATG4B inhibitor: 2.5; PfGluPho inh: -5.1; hIAP block: -3.5

Results for O=C(c1ccco1)N1CCN(C2CC(=O)N(c3ccccc3)C2=O)CC1 (stereo not given) ?
A3A deaminase: -4.2; HKDC1 inh: -6.0; mIAP inh: 5.0; hIAP act: 0.827; mIAP act: 0.95; ATG4B inhibitor: 3.1; PfGluPho inh: 6.0; hIAP block: 17.3

Results for CC(C)NC(=O)C(=O)NCC(c1ccc2c(c1)OCO2)N1CCOCC1 (stereo not given) ?
A3A deaminase: -4.3; HKDC1 inh: -6.9; mIAP inh: -6.5; hIAP act: 0.877; mIAP act: 1.06; ATG4B inhibitor: 3.7; PfGluPho inh: -8.8; hIAP block: 12.3

What do the screens show for `COc1ccc2cc(S(=O)(=O)NCCCN3CCOCC3)ccc2c1`?
A3A deaminase: 7.4; HKDC1 inh: -1.9; mIAP inh: 6.1; hIAP act: 0.819; mIAP act: 0.939; ATG4B inhibitor: -1.3; PfGluPho inh: -9.1; hIAP block: 18.1

How did Cc1c(C(=O)OCC(=O)N(CCC#N)c2ccccc2)oc2c1ccc1ccccc12 do in these assays?
A3A deaminase: 3.0; HKDC1 inh: 1.2; mIAP inh: -1.1; hIAP act: 1.03; mIAP act: 1.01; ATG4B inhibitor: -14.1; PfGluPho inh: 10.0; hIAP block: -3.1

Results for Cc1csc(NC(=O)CSc2nc(=O)n(CCCN(C)C)c3c2CCC3)n1 ?
A3A deaminase: -1.4; HKDC1 inh: -1.3; mIAP inh: 9.3; hIAP act: 0.936; mIAP act: 0.907; ATG4B inhibitor: 2.3; PfGluPho inh: 3.1; hIAP block: 6.4

How did CC(C)(C)C(=O)NNC(=O)c1ccc(Oc2cc(Cl)cc(Cl)c2)o1 do in these assays?
A3A deaminase: -4.0; HKDC1 inh: -1.6; mIAP inh: 8.1; hIAP act: 1.06; mIAP act: 0.919; ATG4B inhibitor: -2.9; PfGluPho inh: 1.6; hIAP block: -6.3

How did CCC(C(=O)OCC(=O)Nc1c(C)n(C)n(-c2ccccc2)c1=O)c1ccccc1 (stereo not given) do in these assays?
A3A deaminase: -5.3; HKDC1 inh: -0.3; mIAP inh: 11.1; hIAP act: 1.01; mIAP act: 0.889; ATG4B inhibitor: 1.3; PfGluPho inh: -16.3; hIAP block: -1.2

Results for O=C(NCCc1ccccc1)c1c(F)c(F)c(F)c(F)c1F ?
A3A deaminase: -3.3; HKDC1 inh: -11.7; mIAP inh: -3.8; hIAP act: 1.03; mIAP act: 1.04; ATG4B inhibitor: -9.0; PfGluPho inh: 4.1; hIAP block: -3.0

Results for COc1cc(C=O)ccc1OCC(=O)N1CCOCC1 ?
A3A deaminase: -0.5; HKDC1 inh: -5.5; mIAP inh: 5.0; hIAP act: 0.982; mIAP act: 0.95; ATG4B inhibitor: -9.6; PfGluPho inh: 1.4; hIAP block: 1.8

What do the screens show for `Cc1cc(=O)[nH]c(SCC(=O)c2ccc3c(c2)NC(=O)CO3)n1`?
A3A deaminase: -0.6; HKDC1 inh: 4.3; mIAP inh: -6.6; hIAP act: 1.08; mIAP act: 1.07; ATG4B inhibitor: 16.5; PfGluPho inh: 4.5; hIAP block: -7.8

Results for COc1ccc(NC(=O)c2cccc(NC(=O)c3ccccc3)c2)c(OC)c1 ?
A3A deaminase: -6.4; HKDC1 inh: -1.5; mIAP inh: -3.6; hIAP act: 0.984; mIAP act: 1.04; ATG4B inhibitor: -8.6; PfGluPho inh: -9.6; hIAP block: 1.6

What do the screens show for `CCCOc1ccc(N2C(=O)CC(N(CCOC34CC5CC(CC(C5)C3)C4)C(C)=O)C2=O)cc1` (stereo not given)?
A3A deaminase: 2.2; HKDC1 inh: 0.3; mIAP inh: -11.2; hIAP act: 0.991; mIAP act: 1.11; ATG4B inhibitor: 3.4; PfGluPho inh: -3.3; hIAP block: 0.9

How did Cc1nn(Cc2cccc(C(=O)NC(C)c3ccc(C(C)(C)C)cc3)c2)c(C)c1[N+](=O)[O-] (stereo not given) do in these assays?
A3A deaminase: -3.9; HKDC1 inh: -8.0; mIAP inh: -7.2; hIAP act: 0.961; mIAP act: 1.07; ATG4B inhibitor: 32.5; PfGluPho inh: 17.0; hIAP block: 3.9

Results for Cc1cc(C(=O)N/N=C2\CC(=O)CC(C)(C)C2)n[nH]1 ?
A3A deaminase: -2.0; HKDC1 inh: -15.5; mIAP inh: 3.8; hIAP act: 0.951; mIAP act: 0.962; ATG4B inhibitor: -1.4; PfGluPho inh: -2.5; hIAP block: 4.9

Results for O=C(Nc1ccc(N2CCN(C(=O)c3cccs3)CC2)cc1)c1ccc(Br)o1 ?
A3A deaminase: -4.4; HKDC1 inh: -4.4; mIAP inh: -5.2; hIAP act: 0.917; mIAP act: 1.05; ATG4B inhibitor: -4.9; PfGluPho inh: 13.0; hIAP block: 8.3

Results for CCOC1(NC(=O)c2ccccc2)C(C)=CC(=O)C=C1C ?
A3A deaminase: 0.6; HKDC1 inh: 20.1; mIAP inh: -3.4; hIAP act: 1.15; mIAP act: 1.03; ATG4B inhibitor: -17.7; PfGluPho inh: 3.2; hIAP block: -15.0

Results for CC(C)(C)C(=O)CC(=O)Nc1ccc(Cl)c(N)c1 ?
A3A deaminase: -1.2; HKDC1 inh: -7.3; mIAP inh: 4.4; hIAP act: 0.971; mIAP act: 0.956; ATG4B inhibitor: 7.5; PfGluPho inh: -12.0; hIAP block: 2.9

What do the screens show for `N#Cc1c(-c2ccccc2Cl)cc(C2CC2)nc1N`?
A3A deaminase: 29.4; HKDC1 inh: -2.1; mIAP inh: -7.9; hIAP act: 1.16; mIAP act: 1.08; ATG4B inhibitor: -1.1; PfGluPho inh: 8.9; hIAP block: -16.1

What do the screens show for `O=S(=O)(c1ccc(F)c(F)c1)N1CCCc2ccccc21`?
A3A deaminase: 36.8; HKDC1 inh: -1.1; mIAP inh: 0.8; hIAP act: 0.938; mIAP act: 0.992; ATG4B inhibitor: 3.5; PfGluPho inh: 28.1; hIAP block: 6.2

High-throughput results deposited in PubChem by Sanford-Burnham Center for Chemical Genomics.
